# High-throughput results: PubChem, several laboratories
# HSP90 refold inh – HSP90 inhibitors, primary screen, cell lysate, luminescence; Heat shock protein HSP 90 (rabbit reticulocyte lysate; luciferase refolding); Rabbit reticulocyte lysate, luciferase refolding luminescence, 3 h; inhibition, % at 5.6 µM; hit rate 0.91% among 290,000;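 active means inhibition above the screen-wide mean plus 3 SD, computed separately per campaign, cut at about 16% in these data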;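 further: 0% = DMSO wells and 100% = 60 µM geldanamycin wells; inhibitors lower the luminescence because luciferase stays unfolded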
# HSF-1 act – HSF-1 activators, primary screen, NIH3T3-HGL cells, MG132 stress, luminescence, single point; activation, % at 9 µM; NIH3T3-HGL HSF-1 luciferase reporter, 8 h; 100% = twice DMSO control signal; hit rate 1.7% among 300,000; AID 504408, 2011;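 active means mean replicate activation of at least 50% with a set share of replicates each reaching 50%; inconclusive means only one of those two conditions met; inactive means mean below 50% and too few replicates reaching it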;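 further: 0% = median of the neutral control wells and 100% = twice that signal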
# IEC-6 tox – cytotoxicity in IEC-6 intestinal epithelial cells, primary screen, cytotoxicity control for KLF5 inhibitor project, cell-based, luminescence; IEC-6 cytotoxicity, luminescence viability; inhibition, % at 5 µM; hit rate 0.78% among 290,000; AID 1825, 2009; in the data active means inhibition above about 22%;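 further: 0% = plate median of test compound wells and 100% = cytotoxic reference compound wells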
# HSF1 inh – HSF1 inhibitors in luciferase reporter cells, primary screen, cell-based, NIH3T3, luminescence; NIH3T3-HGL HSE-luciferase, MG132-induced, luminescence 8 h; stronger effect = lower value; activity change, negative = inhibition, % at 7.5 µM (by protocol); hit rate 0.77% among 300,000; AID 2098, 2009;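 active means more than half of replicate wells show activity change below -50%, luminescence cut by over half; inconclusive means some wells, but at most half, below -50%; inactive means no replicate well below -50%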;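 further: luciferase reports HSF-1 transcriptional activity via heat shock element; 0% = median of DMSO wells and -100% = zero luminescence signal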
# KLF5 inh – KLF5 expression inhibitors, primary screen, DLD-1 cells, luminescence | DLD-1 KLF5 promoter-luciferase reporter | inhibition, % at 5 µM | hit rate 0.23% among 290,000 | AID 1700, 2009;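 active means inhibition above a per-plate limit of that plate's mean compound inhibition plus 3 SD, cut at about 60% in these data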;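 further: 0% = DMSO wells and 100% = LY294002 at 200 µM; higher means less KLF5 promoter-driven luciferase light; inactives centre near -14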
# GSK3B inh – human GSK3beta kinase inhibitors, primary screen, biochemical, cell-free homogeneous, HTS; GST-GSK3beta kinase, ADP-Glo luminescence, 60 min; stronger effect = lower value; activity score (negative = inhibition), % at 10 µM; hit rate 0.038% among 300,000;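 active means more than half of replicate wells score below -50%, meaning over 50% inhibition versus plate controls; inconclusive means some replicates but at most half score below -50%; inactive means no replicate scores below -50%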;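 further: 0% = median DMSO wells and -100% = median GW8510 positive control wells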
# Target sequence (P49841 whole entry, looked up): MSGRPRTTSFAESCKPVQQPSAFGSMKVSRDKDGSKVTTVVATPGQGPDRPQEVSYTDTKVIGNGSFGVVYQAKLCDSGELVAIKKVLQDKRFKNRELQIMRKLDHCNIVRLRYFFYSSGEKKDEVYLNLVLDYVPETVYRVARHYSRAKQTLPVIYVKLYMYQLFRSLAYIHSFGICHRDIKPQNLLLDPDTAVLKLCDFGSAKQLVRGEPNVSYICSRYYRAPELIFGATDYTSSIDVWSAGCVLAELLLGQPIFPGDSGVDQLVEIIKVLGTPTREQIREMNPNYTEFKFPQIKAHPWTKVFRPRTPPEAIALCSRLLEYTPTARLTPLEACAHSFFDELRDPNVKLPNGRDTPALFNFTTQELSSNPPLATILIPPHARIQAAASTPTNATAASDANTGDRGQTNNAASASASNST
#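 test system = GST-tagged human GSK3beta kinase, cell-free | reagent = 25 µM ATP with peptide substrate | dosing = one dose of 10 µM per compound | schedule = 60 min reaction, RT | detection = luminescent ADP-Glo measurement of ADP formed | control set = DMSO neutral wells and GW8510 at 20 µM as positive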
# aSyn 5UTR inh – MLPCN primary screen, SNCA 5' untranslated region; inhibition, % (tested at 7.5 µM); alpha-synuclein 5'UTR reporter, inhibitor activity; AID 1813, 2009; hit rate 0.82% among 300,000; in the data active means inhibition above about 60%; inconclusive means no clear call, values can overlap the other calls;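 further: H4 neuroglioblastoma cells stably carrying SNCA 5'UTR luciferase fusion; 0% = DMSO wells and 100% = positive control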
# GSK3 alpha inh – blockers of GSK3A enzyme activity – biochemical, luminescence, cell-free homogeneous, HTS, primary screen; AID 2650, 2010; GSK-3 alpha kinase, ADP-Glo luminescence, 60 min; hit rate 0.1% among 320,000; Glycogen synthase kinase-3 alpha (Homo sapiens), P49840; inhibition, % at 10 µM;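 in the data active means inhibition above about 50%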;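 further: GST-tagged GSK-3 alpha with peptide substrate and 25 µM ATP; 0% = DMSO neutral wells and 100% = GW8510 positive control wells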
# Target sequence (P49840 whole entry, looked up): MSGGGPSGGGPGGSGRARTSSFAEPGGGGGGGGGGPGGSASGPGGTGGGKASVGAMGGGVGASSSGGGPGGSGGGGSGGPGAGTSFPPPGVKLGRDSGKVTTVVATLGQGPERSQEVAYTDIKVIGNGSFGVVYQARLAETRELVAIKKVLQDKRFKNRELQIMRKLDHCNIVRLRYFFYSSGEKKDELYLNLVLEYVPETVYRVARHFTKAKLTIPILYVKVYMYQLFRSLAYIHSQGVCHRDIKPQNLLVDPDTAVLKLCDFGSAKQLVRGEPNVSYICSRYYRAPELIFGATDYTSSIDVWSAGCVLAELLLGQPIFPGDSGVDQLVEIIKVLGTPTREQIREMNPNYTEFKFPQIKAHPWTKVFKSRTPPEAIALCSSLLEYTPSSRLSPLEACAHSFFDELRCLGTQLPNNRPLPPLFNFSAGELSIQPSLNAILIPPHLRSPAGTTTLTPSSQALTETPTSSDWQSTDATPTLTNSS
# AI-2 QS modul – Vibrio harveyi AI-2 quorum sensing modulators, primary screen, JMH597 strain, luminescence/OD600 ratio; Vibrio harveyi JMH597 AI-2 luminescence/OD600 ratio, 9 h; stronger effect = lower value; strain lacks LuxN and CqsS sensors; 0 = neutral-control median; activity change, % at 7.5 µM; hit rate 0.4% among 300,000; AID 2094, 2009; in the data active means activity change below about -75%, passing the limit was not always enough; inconclusive means no clear call, values can overlap the other calls;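 further: luminescence divided by OD600 gain over 9 h not by final OD600 alone; inactives centre near 13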
# HIF activator – HIF pathway transcriptional activators, primary screen, cell-based, U2OS HRE-luciferase, luminescence; hit rate 0.32% among 300,000; activation, % at 7.5 µM (by protocol); U2OS HRE-luciferase reporter; normalized: DMSO 0%, desferrioxamine 100%;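 active means mean activation of at least 10% of the iron chelator positive control signal, with at least half of replicates also reaching 10%; inconclusive means mean and replicate majority disagree about reaching 10%; inactive means mean and most replicates under 10%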
# Active calls of the source: *; ? = inconclusive; . = no result given.
SMILES,HSP90 refold inh,HSF-1 act,IEC-6 tox,HSF1 inh,KLF5 inh,GSK3B inh,aSyn 5UTR inh,GSK3 alpha inh,AI-2 QS modul,HIF activator
CC(=O)Nc1ccc(NC(=O)CCCc2ccccc2)cc1,-6,6,-6,-4,-23,2,-18,-6,13,1.8
CC(C)Cc1nc(N2CCN(C(=O)c3ccco3)CC2)c(C#N)c2c1CCC2,-2,21,-1,-5,-23,-1,30,-3,29,-27
O=C(Nc1nccc(-c2cccs2)n1)c1ccccc1Cl,1,6,0,9,-7,1,-27,-2,2,0.3
COc1ccc(-c2n[nH]c(=S)n2/N=C/C=C\c2ccccc2OC)cc1,-2,-3,-4,-4,4,5,-11,-3,22,0.3
O=S(=O)(Nc1ccc(N=Nc2ccc(O)c3ccccc23)cc1)c1ccccc1,0,16,-9,6,6,-4,-36,2,28,-0.3
COCCN(Cc1cc2cc(C)ccc2nc1Cl)C(=O)Nc1ccccc1C,1,21,4,4,-12,0,16,10,-15,-0.3
O=C(NC1CCCCC1)c1ccc(OC2CCN(Cc3ccccn3)CC2)cc1,-3,-22,1,-16,-16,3,-19,-2,29,0.7
CCc1nc2nc(C)c(NS(=O)(=O)c3ccc(Br)s3)c(=O)n2[nH]1,-2,5,6,1,-3,.,2,-2,.,-3.4
COc1ccc(CN(C)CC(=O)Nc2ccccc2C(F)(F)F)c(OC)c1,-6,-2,1,-3,18,4,3,4,5,-0.3
CCN1CCN(c2nc(Nc3cc(OC)ccc3OC)nc(Nc3cc(OC)ccc3OC)n2)CC1,-6,10,2,-8,-11,-1,-10,-1,17,-0.1
CC(=O)NCCNC(=O)c1cccc(NS(=O)(=O)c2ccc3c(c2)OCCO3)c1,.,1,.,-7,.,4,7,-1,9,-0.1
COc1cc(/C=N/NC(=O)CN2CCOCC2)ccc1OCc1ccccc1,0,7,1,13,-23,0,-97,0,13,2.8
COc1ccccc1C(=O)NNC(=O)c1ccccc1F,0,25,-6,18,-34,1,-97,2,-1,1.3
COc1ccc2[nH]cc(CCNC(=O)Cc3ccc(F)cc3)c2c1,-4,18,0,5,-10,2,-15,2,6,-0.6
CCCCCCCCNC(=O)/C(C#N)=C/c1ccccc1[N+](=O)[O-],-2,14,3,1,-9,-2,-17,-1,31,-0.1
CCCSc1nnc(N2C(=O)C(O)=C(C(=O)c3ccco3)C2c2ccccc2F)s1 (centres undefined),-1,0,-7,-1,-22,2,1,-3,50,-0.1
CS(=O)(=O)N(Cc1ccc(Cl)cc1)c1ccc(C(=O)NCCSCc2ccco2)cc1,3,72*,-4,36,-11,1,10,10,28,0.5
CC(Sc1cccc[n+]1[O-])C(=O)Nc1cccc([N+](=O)[O-])c1 (centres undefined),2,28,4,7,-2,3,-6,1,16,1.5
Cc1nc(C(=O)NC(C)C)nn1-c1cc(Cl)cc(Cl)c1,-1,-1,0,-3,-4,1,11,0,5,-0.4
O=C(c1cccc([N+](=O)[O-])c1)n1nc(-c2ccccc2)nc1NCc1ccccc1,5,13,2,6,-14,1,-68,0,-9,1.7
Cn1c(SCC(=O)N2CCCCC2)nc2cccnc21,0,-5,-2,-8,-10,-1,3,-3,6,-7.5
CC(C)CC(NC(=O)c1ccccc1)C(=O)OCC(=O)Nc1ccc(Br)cn1 (centres undefined),4,-4,3,-7,-35,-1,8,1,37,0.3
O=C(CSc1nnc(-c2ccc(O)cc2)n1Cc1ccccc1)NNC(=O)c1ccc(Br)cc1,-1,2,0,-2,-9,1,-1,1,-11,0.0
C=CCNC(=O)c1ccc(Cl)cc1Cl,-2,.,8,.,1,.,.,0,.,.
CCn1c(C)c(C2=CCN(S(=O)(=O)c3ccccc3)CC2)c2ccccc21,-2,16,-2,1,-20,0,9,3,7,-0.2
O=C(CNC(=O)c1cccc(F)c1)N/N=C/c1cc(Br)ccc1OCc1ccccc1,-2,12,0,11,-4,-3,-48,2,13,0.6
O=C(Nc1cccc(Cl)c1)NC1CC2CCC(C1)N2Cc1cccs1 (centres undefined),3,-10,3,1,-2,-2,-42,-8,1,0.6
O=C(Nc1ccccc1OC(F)F)C1CCCN1C(=O)c1cccs1 (centres undefined),3,-14,0,-5,-4,1,11,1,6,0.0
Cc1cc(C)n(-c2ccc(C(=O)Nc3ccc(S(=O)(=O)N(C)C)cc3)cc2)n1,0,5,1,-2,-1,0,24,0,5,-1.7
COc1ccc2[nH]c(=O)c(CN(Cc3cccs3)C(=S)Nc3ccccc3)cc2c1,-4,-1,1,1,-1,3,29,-4,21,0.2
O=c1[nH]cnc2c1oc1ccccc12,-2,1,-6,-2,-18,-1,-46,-8,62,2.4
CCOC(=O)COc1ccc(C2CC(C)=NN2c2ccccc2)cc1 (centres undefined),-4,-7,-7,-5,-24,-1,8,0,9,-0.5
Nc1nc(SCc2nnc(SCC(=O)O)n2-c2ccccc2)nc2sc3c(c12)CCCC3,2,0,6,-8,4,2,27,-1,17,-0.4
Cc1cccc(C)c1NC(=O)C1(C)c2cccc[n+]2CC(=O)N1Cc1cccs1 (centres undefined),5,34,2,6,1,2,-10,-3,17,-0.1
O=C(CSc1nc(C2CC2)nc2ccccc12)Nc1ccccc1,-1,37,6,25,-12,-1,-8,1,19,-0.2
CC1CC(C)CN(C(=O)CSc2nnc(-c3ccc(Cl)s3)o2)C1 (centres undefined),-3,-1,1,2,1,-6,1,1,23,0.1
CCN1CCN(C(=O)C(N)Cc2ccccc2)CC1 (centres undefined),-4,0,-1,3,-8,1,-6,2,-4,0.7
CC(C)c1cc(C(=O)N/N=C/c2ccoc2)c(O)c(C(C)C)c1,1,-12,-1,-15,-13,-4,-15,1,33,-0.5
Cc1nn2c(nc(N3CCOCC3)c3ccccc32)c1C=C(C#N)C#N,0,-6,-2,-2,11,-2,18,1,10,-0.4
COc1ccc(CCNC(=O)CCn2c(=O)[nH]c3cc(OC)c(OC)cc3c2=O)cc1OC,0,-1,1,2,-33,1,6,-3,-1,-0.5
COc1ccc(C(C#N)N2N=C(C)CC2(C)C)cc1OC (centres undefined),0,1,-8,-1,-16,5,0,-4,0,0.4
O=C(CSc1ncc(-c2ccc(F)cc2)[nH]1)NCc1ccco1,-2,30,-3,8,-20,-2,-26,1,12,0.7
Cc1ccc(S(=O)(=O)N2CCN(c3ccc(S(=O)(=O)N4CCOCC4)cn3)CC2)cc1,-6,-7,-1,-2,-23,2,-29,6,8,-0.7
N#Cc1ccccc1S(=O)c1ccccc1C(=O)Nc1ccccc1 (centres undefined),3,0,2,-5,-12,3,0,4,11,-0.4
COc1cccc(NC(=O)CCSc2ccc3ccccc3n2)c1,2,13,4,-2,-4,5,-33,-1,12,0.9
CCOC(=O)C1(Cc2ccccc2)CCN(Cc2ccon2)CC1,-1,-1,3,12,-15,1,8,1,4,-0.3
CNC(=O)Cn1nc(C)c2ccccc2c1=O,3,-82,-1,-78*,-17,0,14,-3,3,-0.3
CC(C)Cn1nnc2c(=O)oc3ccccc3c21,-2,38,-5,12,-14,-3,1,.,18,-0.3
O=C(Nc1nc(-c2ccc(-c3ccccc3)cc2)cs1)C1CCCO1 (centres undefined),2,4,-1,5,-4,2,-65,-35,8,0.7
O=C(NCC1CCCO1)c1ccc2c(=O)n(Cc3cccc(Br)c3)c(=S)[nH]c2c1 (centres undefined),-7,4,-1,0,-63,2,7,-1,6,-0.3
O=C1C2C3C=CC(C3=C(c3ccccc3)c3ccccc3)C2C(=O)N1CCO (centres undefined),0,9,-3,0,11,-2,12,-2,8,-0.3
O=C(CN1C(=O)CCS(=O)(=O)c2ccccc21)Nc1cccc(Cl)c1,-2,-10,0,2,-32,3,-6,8,9,0.0
CCCS(=O)(=O)c1nc(S(=O)(=O)c2ccc(C)cc2)c(NCCCN(C)C)s1,-2,-5,4,2,19,3,8,-3,4,-0.4
CCN(C(=O)Cn1nc(C(=O)O)c2ccccc2c1=O)C1CCCCC1,9,-33,0,-23,-1,0,11,0,13,-0.4
O=C(NCc1ccco1)c1ccc(Cl)c(S(=O)(=O)N2CCc3ccccc32)c1,-2,32,-6,7,-15,-1,-8,-1,11,-48
CCc1nc(Nc2ccc3c(c2)OCO3)c2oc3ccccc3c2n1,-3,-7,8,-3,-37,-1,24,-3,4,1.9
C=CCNC(=S)N1CCN(c2ncc(C(F)(F)F)cc2Cl)CC1,0,10,-3,-1,-10,1,6,0,10,-1.0
O=C(CSc1nnc(-c2ccc(F)cc2)o1)c1ccc2c(c1)OCCO2,0,10,0,-4,-15,-4,1,-1,13,-0.4
O=[N+]([O-])c1cc(Cl)c2cccnc2c1O,4,-1,-4,-1,2,4,1,-4,?,0.0
O=C(Nc1ccc2oc(-c3cccnc3)nc2c1)c1ccc2c(c1)OCCO2,5,-2,0,10,-23,-2,-55,0,10,-0.1
# The list continues:
SMILES,HSP90 refold inh,HSF-1 act,IEC-6 tox,HSF1 inh,KLF5 inh,GSK3B inh,aSyn 5UTR inh,GSK3 alpha inh,AI-2 QS modul,HIF activator
CCN(Cc1ccccc1)S(=O)(=O)c1c(C)[nH]c(C)c1C(=O)N1CCCCC1,-2,6,2,-1,-4,-4,8,-1,10,0.0
O=C(c1ccc(COc2ccc(F)cc2)o1)n1cc(Br)cn1,0,1,-3,-5,-26,1,21,-2,26,0.1
Cc1cccc(C(=O)N/C(=C\c2ccc(C)o2)C(=O)O)c1,3,19,-3,2,-29,1,3,-8,37,0.0
Cc1ccc2ccc(C3C(=O)c4ccccc4C3=O)nc2c1,-1,47,-2,19,-30,-1,-146,-2,3,2.7
Cc1ccc(-n2ncc3c(=O)n(CC(=O)NC4CCCC4)cnc32)cc1C,0,.,-2,.,-55,-5,0,-1,18,0.1
Cn1nccc1C(=O)Oc1cccc(/C=N/NC(=O)c2ccccc2O)c1,-16,23,-5,2,-4,3,-33,1,9,0.7
N=c1c2c3c(sc2ncn1CCN1CCOCC1)CCCCC3,3,2,1,-2,-20,-1,-17,2,10,1.3
CCOc1ccc(Nc2nc(Cl)nc(N3CCN(c4ccc(OC)cc4)CC3)n2)cc1,-3,-20,3,-12,-14,4,17,0,20,-0.5
